Source: PubChem
CCHFV vOTU inh = blocks the CCHF virus ovarian tumor domain protease; 370,000 compounds, 0.55% hits; CCHFV vOTU protease, Pep-AMC fluorescence; inhibition, % at 11.5 µM; further: 0% = vehicle wells with enzyme and 100% = no enzyme wells
FadD28 binding = M. tuberculosis FadD28 bisubstrate binding inhibition. FadD28 bisubstrate probe binding, fluorescence polarization. inhibition, % at 12.5 µM. 360,000 compounds, 0.22% hits; in the data active means inhibition above about 8.5%, passing the limit was not always enough; inconclusive means no clear call, values can overlap the other calls
Mtb FBA inh = inhibits M. tuberculosis FBA enzyme; 360,000 compounds, 2.3% hits; purified M. tuberculosis FBA, fluorescence read-out; inhibition, % at 1 µM; P9WQA3; in the data active means inhibition above about 27%;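 further: 0% = vehicle and 100% = reference inhibitor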
Target sequence (P9WQA3 whole entry, looked up): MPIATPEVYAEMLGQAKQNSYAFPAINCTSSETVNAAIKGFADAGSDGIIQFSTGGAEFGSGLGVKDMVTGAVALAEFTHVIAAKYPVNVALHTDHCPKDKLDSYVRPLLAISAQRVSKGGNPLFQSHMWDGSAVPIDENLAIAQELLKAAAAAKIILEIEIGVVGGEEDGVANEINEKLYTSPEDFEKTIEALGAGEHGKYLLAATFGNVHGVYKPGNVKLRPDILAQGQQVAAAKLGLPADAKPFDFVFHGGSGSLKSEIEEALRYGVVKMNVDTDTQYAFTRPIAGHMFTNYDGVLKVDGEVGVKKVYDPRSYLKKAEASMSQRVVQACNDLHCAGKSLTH
VHR inh abs = DUSP3 (human) phosphatase inhibition | recombinant VHR phosphatase, pNPP absorbance | inhibition, % at 13.3 µM | AID 1654 | 290,000 compounds, 0.52% hits; in the data active means inhibition above about 50%; further: some compounds called inactive have numbers as strong as hits
Target sequence (P51452 whole entry, looked up): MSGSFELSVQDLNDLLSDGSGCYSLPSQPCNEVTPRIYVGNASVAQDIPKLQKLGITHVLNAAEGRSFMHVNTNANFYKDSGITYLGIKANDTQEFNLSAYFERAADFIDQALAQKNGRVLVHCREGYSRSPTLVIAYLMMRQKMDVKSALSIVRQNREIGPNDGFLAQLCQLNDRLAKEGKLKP
UGM FP inh = blocks M. tuberculosis UGM enzyme | 320,000 compounds, 0.06% hits | P9WIQ1 | purified UGM, fluorescence polarization probe displacement | inhibition, % at 10 µM; in the data active means inhibition above about 10%, passing the limit was not always enough; inconclusive means no clear call, values can overlap the other calls
Target sequence (P9WIQ1 whole entry, looked up): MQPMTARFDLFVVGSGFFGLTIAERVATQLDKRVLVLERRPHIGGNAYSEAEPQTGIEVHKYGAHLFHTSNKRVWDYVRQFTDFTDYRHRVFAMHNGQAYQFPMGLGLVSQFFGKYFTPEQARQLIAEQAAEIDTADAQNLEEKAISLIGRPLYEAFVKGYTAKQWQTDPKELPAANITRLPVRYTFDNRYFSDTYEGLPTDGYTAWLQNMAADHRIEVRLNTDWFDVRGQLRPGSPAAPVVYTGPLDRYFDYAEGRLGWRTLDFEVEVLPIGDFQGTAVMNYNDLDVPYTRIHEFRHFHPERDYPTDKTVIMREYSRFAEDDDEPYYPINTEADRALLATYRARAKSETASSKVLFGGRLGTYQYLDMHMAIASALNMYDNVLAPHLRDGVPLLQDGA
Rv3671c inh = inhibitors of M. tuberculosis serine protease Rv3671c. 320,000 compounds, 0.048% hits. P9WHR9. inhibition, % at 5.96 µM; in the data active means inhibition above about 38%;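 further: extracellular domain of Rv3671c used as enzyme; 0% = enzyme with DMSO and 100% = no enzyme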
BoNT-F LC inh = inhibitors of Botulinum neurotoxin F light chain protease; inhibition, % at 10 µM; 360,000 compounds, 0.22% hits; Multiplex microsphere protease cleavage assay, flow cytometry; in the data active means inhibition above about 35%, passing the limit was not always enough; inconclusive means no clear call, values can overlap the other calls; further: plate controls were buffer without enzyme for full effect and enzyme alone for no effect
MazEF act = activators of E. coli MazEF toxin-antitoxin RNase; P0AE70; FAM/BHQ RNA-DNA oligo cleavage fluorescence, 5 h; activation, % at 20 µM; 350,000 compounds, 0.32% hits; AID 504720; in the data active means activation above about 50%
Target sequence (P0AE70 whole entry, looked up): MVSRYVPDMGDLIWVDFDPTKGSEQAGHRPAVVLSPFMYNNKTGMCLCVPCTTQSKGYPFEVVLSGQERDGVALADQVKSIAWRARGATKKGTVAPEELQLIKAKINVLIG
Mtb BioA inh = inhibitors of Mycobacterium tuberculosis BioA enzyme | purified M. tuberculosis BioA enzyme, plate reader | inhibition, % at 9.99 µM | 360,000 compounds, 0.096% hits | AID 602481; in the data active means inhibition above about 40%; inconclusive means no clear call, values can overlap the other calls
GDH-TPI inh = GDH-TPI coupled enzyme inhibition counter-screen. GDH-TPI coupled enzyme counterscreen, NADH absorbance. inhibition, % at 4.8 µM. 360,000 compounds, 1.2% hits. AID 588335;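 further: 0% = DMSO wells and 100% = wells lacking the enzyme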
Numbers without * were called inactive; ? = inconclusive; nt = not tested or not shown. Unless noted, no stated cut-off is given here; in the data, active means inhibition above about 30%; inactive means the rest. The order is random; any-hit rate near 4.9%.

The line under a structure holds: FadD28 binding	Mtb FBA inh	Rv3671c inh	VHR inh abs	MazEF act	GDH-TPI inh	Mtb BioA inh	BoNT-F LC inh	UGM FP inh	CCHFV vOTU inh
CC(=O)Nc1ccc(Sc2ccc([N+](=O)[O-])o2)cc1
    0.0	-3.6	nt	nt	8.2	10.2	0.1	-5.7	nt	-10.9
CN1C(=O)C(CC(=O)NC2CCCCC2)SC1=Nc1ccccc1 (stereo not drawn)
    -4.6	-2.5	6.1	8.2	8.3	5.5	-1.6	-5.1	0.5	-2.8
O=C(CCC(=O)N1CCOCC1)Nc1nnc(C2CCCCC2)s1
    -3.5	-7.4	-3.1	14.8	-6.9	-10.1	0.3	2.0	-0.3	-5.2
CCCN1CCN(CCCNC(=O)CN2C(=O)c3cccnc3Oc3ccc(Cl)cc32)CC1
    0.8	-0.4	3.7	46.9	-23.1	1.6	-0.5	8.6	0.8	6.4
CCN(CC)C(=O)C1CCC(CNS(=O)(=O)c2cccc3cccnc23)CC1 (stereo not drawn)
    1.8	10.4	7.4	12.1	4.1	4.3	-2.0	8.9	0.0	-3.4
NC(=O)c1ncc(C(F)(F)F)cc1Oc1cccnc1
    -0.6	2.0	-6.3	11.1	10.0	6.6	nt	7.0	-1.0	1.7
CCc1ccc(OC(C)C(=O)Nc2ccccc2C(=O)N2CCOCC2)cc1 (stereo not drawn)
    -2.1	2.6	3.6	5.0	-5.0	20.0	-1.7	1.4	-0.4	-4.3
CC1(C(=O)NS(=O)(=O)c2ccccc2)CCN1C(=O)c1ccc(C2CCCCC2)cc1 (stereo not drawn)
    -0.3	2.9	nt	nt	nt	6.2	-0.6	3.1	nt	7.1
CCOc1ccc2nc(NC(=O)C34CC5CC(CC(NC(C)=O)(C5)C3)C4)sc2c1
    -1.4	-1.3	nt	1.2	3.9	-15.2	0.3	?	-0.1	-12.5
N#Cc1c(-c2ccco2)c2c([nH]c1=S)CCCC2
    -3.4	2.8	0.1	7.2	-3.1	3.5	-0.7	7.1	5.6	-3.6
COc1cc(OC)c(OC)cc1/C=C1/Cc2ccccc2C1=O
    2.6	-8.5	-6.9	nt	-10.5	19.3	-4.7	-14.1	-0.6	-12.2
CCCCCC(=O)Cc1cc(O)cc2c1C(=O)Oc1cc(O)c(C(=O)O)c(CCCCC)c1O2
    nt	nt	-44.4	18.1	-3.8	nt	nt	nt	4.5	nt
O=C(c1cc(-c2cccc(Cl)c2)on1)N1CCCC1
    0.0	-1.8	-1.6	44.7	9.4	-5.7	0.5	0.6	2.2	6.3
NC(=O)c1ccc2c(=O)n3c(-c4cccs4)csc3nc2c1
    -1.6	2.0	1.3	23.1	4.1	6.0	2.1	-10.8	-1.3	-6.9
O=C(NCc1ccccc1)c1cccc2c(-c3ccc(F)c(F)c3)coc12
    -2.3	-2.7	nt	nt	nt	-7.1	1.1	-4.4	nt	nt

The closing 3 compounds of the section before are carried over, then new ones follow.
The line under a structure holds: FadD28 binding	Mtb FBA inh	Rv3671c inh	VHR inh abs	MazEF act	GDH-TPI inh	Mtb BioA inh	BoNT-F LC inh	UGM FP inh	CCHFV vOTU inh
O=C(c1cc(-c2cccc(Cl)c2)on1)N1CCCC1
    0.0	-1.8	-1.6	44.7	9.4	-5.7	0.5	0.6	2.2	6.3
NC(=O)c1ccc2c(=O)n3c(-c4cccs4)csc3nc2c1
    -1.6	2.0	1.3	23.1	4.1	6.0	2.1	-10.8	-1.3	-6.9
O=C(NCc1ccccc1)c1cccc2c(-c3ccc(F)c(F)c3)coc12
    -2.3	-2.7	nt	nt	nt	-7.1	1.1	-4.4	nt	nt
Cc1ccn2cc(C34CC5CC(CC(C5)C3)C4)nc2c1
    0.6	14.8	-2.9	13.0	-23.6	4.4	-1.2	-2.2	3.8	8.1
CCOC(=O)c1c(CSc2ccc(C)cc2)n(C)c2cc(Br)c(O)c(CN(C)C)c12
    -4.1	-1.9	1.7	17.5	11.8	2.8	-0.7	-12.8	3.3	-2.7
CCN1C(=O)/C(=C2/Sc3ccccc3N2CC)S/C1=N\c1ncn[nH]1
    5.1	-1.1	-12.0	-9.2	-70.0	-2.4	-4.0	-4.8	-2.5	-10.8
COc1cc(CN2CCN(c3cc(C)ccc3C)CC2)ccc1O
    -0.6	1.0	4.7	20.4	10.4	7.4	0.5	-1.5	-2.6	6.8
COc1ccc2c(c1)cc(C(=O)N[C@H](C(=O)N1CCC[C@H]1C(=O)O)C(C)C)n2C
    0.8	106.1*	-3.1	0.3	-3.0	10.8	0.3	-12.7	1.4	-30.3
O=C(COC(=O)c1ccc2c(c1)S(=O)(=O)c1ccccc1C2=O)NC1CC1
    -3.1	-5.7	5.8	27.7	6.5	-4.4	-0.2	-2.6	-0.1	-12.8
O=C(O)CC(NC(=O)C12CC3CC(CC(C3)C1)C2)c1cccc(Cl)c1 (stereo not drawn)
    -2.7	-1.6	-10.8	20.1	-6.8	2.6	-0.5	-2.6	3.4	3.5
CCOC(=O)c1ccc(NC(=O)CC2COc3ccccc3O2)cc1 (stereo not drawn)
    0.3	-0.7	-7.6	1.4	-6.0	5.2	0.1	1.4	0.6	11.1
Cc1cc(C)cc(NC2=NCC(=O)N2Cc2ccccc2)c1
    -1.7	3.9	5.0	45.9	3.8	6.8	-0.1	6.6	0.1	-1.9
CCCCC1CC2=C(C(=O)OC(C)(C)O2)C(c2cccc3ccccc23)O1 (stereo not drawn)
    -2.4	0.7	nt	nt	nt	nt	1.9	2.0	nt	11.0
Cc1cc2nn(-c3cccc4ccccc34)nc2cc1N
    -1.4	16.1	2.0	10.0	7.7	15.5	nt	-8.1	1.1	-21.6
CCOC(=O)C1CCCN(C(=O)c2cc(-c3ccc(C)cc3)on2)C1 (stereo not drawn)
    -1.0	-1.8	-5.9	-7.0	-5.7	10.9	5.1	-5.0	1.4	7.2
Cc1cccc(CN2CCc3c(OCC(=O)N4CCCc5ccccc54)cccc3C2=O)c1
    0.0	-0.3	-6.6	-18.5	0.8	2.3	-0.1	-1.0	-2.2	10.4
O=C(NNc1c(Cl)cncc1Cl)c1sccc1Cl
    -3.3	3.4	-6.8	37.7	7.7	7.3	-0.4	?	-1.4	9.2
Cc1ccc(CC#N)c(-c2c(CC#N)ccc(C)c2C)c1C
    -5.5	-3.9	nt	nt	-2.4	1.8	-2.3	-4.9	nt	5.7

Remaining list, next part
The line under a structure holds: FadD28 binding	Mtb FBA inh	Rv3671c inh	VHR inh abs	MazEF act	GDH-TPI inh	Mtb BioA inh	BoNT-F LC inh	UGM FP inh	CCHFV vOTU inh
CC(C)(C)n1nnnc1C(c1cccs1)N(Cc1ccccc1)Cc1ccco1 (stereo not drawn)
    -0.4	-2.9	-3.7	47.7	-20.7	-8.2	-1.2	-5.0	1.5	-5.8
O=C1NC(=O)/C(=C\c2ccc(OCc3cnc(Cl)s3)cc2)S1
    -2.6	-1.9	-5.3	-14.4	3.8	-3.9	nt	-2.9	-1.4	5.8
COc1ccccc1CNc1ccc(N2CCOCC2)c(C(=O)O)c1
    -0.4	5.9	-6.0	-3.7	-5.6	8.0	-1.9	7.4	0.0	-8.7
CN(C)/C=C1\C(=O)N(c2ccc(Cl)c(Cl)c2)CS1(=O)=O
    1.1	4.1	1.2	5.5	-5.1	-5.0	nt	-0.4	4.6	-8.1
O=C1NC(c2ccccc2)CCC1(Cl)Cl (stereo not drawn)
    -0.4	0.2	-2.0	5.0	-5.6	4.0	-1.1	-3.4	-1.3	-4.3
COc1ccc(Br)cc1C(=O)Nc1cccc2ncccc12
    -3.0	-1.4	4.0	13.6	-3.9	10.5	nt	-6.1	-0.9	-2.8
CN(C)/C=C1/Sc2ccccc2C1=O
    -2.3	1.2	-8.3	29.4	9.0	13.5	-2.1	-5.8	-1.0	3.8
CCOP(=O)(OCC)C(NC(=O)C(C)C)C(Cl)(Cl)Cl (stereo not drawn)
    1.1	-1.1	-2.6	24.6	2.0	6.7	-3.3	-7.6	-2.7	5.0
Cc1ccc(Nc2nc(-c3sc(N)nc3C)cs2)cc1
    -0.7	1.5	nt	30.3	8.6	22.9	-1.3	-44.6	-1.4	5.2
O=C(c1ccccc1)c1ccc2nc(N3CCN(C(=O)c4ccco4)CC3)c3nncn3c2c1
    -4.5	-3.4	-11.1	17.0	-13.4	26.4	0.5	-4.3	-0.3	10.9
COCCNC(=O)C1(C)CCCN(C(=O)c2ccc(-c3ccccc3)cc2)C1 (stereo not drawn)
    -1.3	1.6	nt	nt	nt	-7.3	0.3	8.3	nt	-1.3
Nn1cc(-c2ccccc2)nc1SCC(=O)Nc1cccc(S(N)(=O)=O)c1
    -0.7	0.9	-2.0	7.2	-3.8	4.3	0.3	4.7	-0.1	-11.3
O/N=C1\CC(O)Cc2nonc21 (stereo not drawn)
    0.7	-0.4	4.0	-10.1	5.5	7.1	4.5	18.4	0.6	11.1
Cc1nn(CC(C)C)c(Cl)c1C(=O)NC1CCC(C)CC1 (stereo not drawn)
    -2.9	-1.3	1.1	nt	-4.4	9.3	nt	-4.8	-0.8	-4.6
CN1CCN(S(=O)(=O)c2cccc(C(=O)NC3(C)CCS(=O)(=O)C3)c2)CC1 (stereo not drawn)
    -3.4	-1.2	4.1	nt	1.2	-0.7	-1.7	-2.7	-0.4	6.2

Continued:
The line under a structure holds: FadD28 binding	Mtb FBA inh	Rv3671c inh	VHR inh abs	MazEF act	GDH-TPI inh	Mtb BioA inh	BoNT-F LC inh	UGM FP inh	CCHFV vOTU inh
CSc1ccc(N/N=C(/C#N)S(=O)(=O)C(C)(C)C)cc1
    -2.9	-4.8	2.1	11.1	4.6	11.4	nt	0.4	-2.0	9.2
CN(Cc1ccccc1)S(=O)(=O)c1ccc(C(=O)Nc2nnc(C3CC3)o2)cc1
    0.2	2.8	1.1	23.7	-18.8	16.0	-4.9	-8.0	3.6	nt
Cc1ccc(-c2nc3cccnc3s2)cc1NC(=O)c1ccco1
    -3.6	-1.9	-1.4	nt	18.1	-5.6	-1.3	0.2	-0.9	2.5
CC1CC(C)CN(C(=O)c2ccc3c(c2)OCCO3)C1 (stereo not drawn)
    -2.9	-1.4	0.9	nt	1.0	6.7	0.2	-11.0	0.5	-13.3
O=C(c1ccccc1)N1CCN(C(=O)c2cc3ccccc3oc2=O)CC1
    -0.3	0.0	-5.0	24.1	0.5	-0.4	-1.7	-9.1	4.5	2.4
COc1ccc(/C=C2/NC(=O)N(CC(=O)Nc3cccc(C)c3)C2=O)cc1O
    18.1*	-6.6	-2.8	15.1	8.8	21.7	3.8	-10.6	1.2	24.4
Cc1cc(NC(=O)C2C3C(=O)N(Cc4ccc(Cl)cc4)C(C(=O)NC(C)(C)C)C34C=CC2(C)O4)no1 (stereo not drawn)
    -4.8	4.4	-2.5	19.2	2.5	-0.9	-0.8	-3.0	-1.2	18.2
CCCN1CCN(c2ncnc3c2nnn3Cc2ccccc2)CC1
    -3.4	-0.1	5.2	31.8	9.4	-3.1	3.5	-2.4	-2.1	7.1
CC(C)(C)c1csc(NC(=O)Cn2c(=O)oc3ccccc32)n1
    11.1*	1.9	-2.2	2.6	-0.8	2.2	8.1	?	3.1	7.0
CCOc1ccc(Cn2nnc(-c3ccc(S(C)(=O)=O)cc3)n2)cc1OCC
    -1.5	-0.9	1.6	nt	-4.1	7.6	-1.1	-4.7	0.1	-7.7
O=C1N/C(=C/c2cccn2-c2ccccc2)C(=O)N1Cc1ccccc1F
    -0.8	4.9	2.3	-1.6	-8.2	7.2	nt	-12.1	1.0	-15.3
COc1ccc(S(=O)(=O)Nc2ccc3c(c2)OCO3)cc1Cl
    0.1	1.6	-6.2	-9.5	11.4	15.2	-0.8	-10.3	0.7	6.7
O=C(COc1ccc([N+](=O)[O-])cc1)Nc1ccc(N2CCCC2)cc1
    -8.8	-5.2	3.1	2.6	10.3	3.8	nt	-12.7	-0.8	-5.7
CCOc1cccc(NC(=O)c2cnccc2C(F)(F)F)c1
    -4.5	-3.3	3.7	-7.8	6.3	-11.7	-0.4	?	1.0	-6.8
CCOc1ccccc1CN1CCN(Cc2cn(C)nc2-c2ccccc2)CC1CCO (stereo not drawn)
    0.6	3.2	-5.1	29.6	7.2	-0.6	-0.4	-6.3	1.4	7.5
